High-throughput results (PubChem BioAssay)
MITF primary = MITF inhibitors, primary screen, biochemical, AlphaScreen, human; actives 0.91% (n = 650,000); AID 1259374, 2018; inhibition, % at 2.6 µM; AlphaScreen MITF homodimerization, bead proximity signal; in the data active = inhibition above about 50%;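 note: 0% = vehicle wells with protein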
FBW7 act = FBW7 E3 ligase activators, primary screen, biochemical, AlphaScreen, human. actives 0.13% (n = 650,000). normalized activity (activation), % at 26.1 µM. AlphaScreen FBW7–phospho-cyclin E peptide binding, activator screen. F-box/WD repeat-containing protein 7 (Homo sapiens), Q969H0. AID 1259310, 2017; in the data active = normalized activity above about 1.9%;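 note: purified mutant Fbw7 with reduced substrate affinity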
Target sequence (Q969H0 whole entry, looked up): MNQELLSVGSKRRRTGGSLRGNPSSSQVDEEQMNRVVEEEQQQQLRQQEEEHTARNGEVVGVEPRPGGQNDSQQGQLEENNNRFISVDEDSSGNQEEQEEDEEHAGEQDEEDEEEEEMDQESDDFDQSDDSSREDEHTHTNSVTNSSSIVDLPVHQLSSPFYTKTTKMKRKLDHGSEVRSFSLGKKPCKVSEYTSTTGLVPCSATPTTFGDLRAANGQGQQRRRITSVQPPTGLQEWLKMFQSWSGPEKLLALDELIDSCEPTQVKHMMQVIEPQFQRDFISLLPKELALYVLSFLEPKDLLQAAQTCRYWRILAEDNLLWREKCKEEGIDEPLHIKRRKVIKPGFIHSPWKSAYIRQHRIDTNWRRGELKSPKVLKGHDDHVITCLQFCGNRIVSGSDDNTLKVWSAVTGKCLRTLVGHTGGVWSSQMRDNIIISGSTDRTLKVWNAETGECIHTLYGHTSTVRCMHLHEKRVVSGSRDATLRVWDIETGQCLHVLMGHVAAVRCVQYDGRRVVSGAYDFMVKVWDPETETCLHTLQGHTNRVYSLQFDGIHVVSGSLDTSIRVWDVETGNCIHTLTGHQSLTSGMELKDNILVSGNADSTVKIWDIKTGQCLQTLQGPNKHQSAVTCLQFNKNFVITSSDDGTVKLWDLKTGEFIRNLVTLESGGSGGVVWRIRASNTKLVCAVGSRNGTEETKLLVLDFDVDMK
TEAD-YAP inh = TEAD-YAP interaction inhibition, primary screen, TEAD-YAP interaction inhibitor project, luminescence, HEK-TIYL cells. AID 1259422, 2018. actives 1.4% (n = 640,000). inhibition, % at 9.12 µM. TEAD-Gal4/YAP UAS-luciferase luminescence; in the data active = inhibition above about 32%;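 note: 0% = median of test compound wells and 100% = reference inhibitor wells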
GPR151 activ = activators of human GPR151, primary screen, cell-based, PathHunter beta-arrestin, luminescence; G-protein coupled receptor 151 (Homo sapiens), Q8TDV0; PathHunter beta-arrestin GPR151 cells; activation, % at 11.2 µM; actives 1% (n = 650,000); AID 1508602, 2020; in the data active = activation above about 4.9%;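 note: 0% = median of compound wells and 100% = cells with positive control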
Target sequence (Q8TDV0 whole entry, looked up): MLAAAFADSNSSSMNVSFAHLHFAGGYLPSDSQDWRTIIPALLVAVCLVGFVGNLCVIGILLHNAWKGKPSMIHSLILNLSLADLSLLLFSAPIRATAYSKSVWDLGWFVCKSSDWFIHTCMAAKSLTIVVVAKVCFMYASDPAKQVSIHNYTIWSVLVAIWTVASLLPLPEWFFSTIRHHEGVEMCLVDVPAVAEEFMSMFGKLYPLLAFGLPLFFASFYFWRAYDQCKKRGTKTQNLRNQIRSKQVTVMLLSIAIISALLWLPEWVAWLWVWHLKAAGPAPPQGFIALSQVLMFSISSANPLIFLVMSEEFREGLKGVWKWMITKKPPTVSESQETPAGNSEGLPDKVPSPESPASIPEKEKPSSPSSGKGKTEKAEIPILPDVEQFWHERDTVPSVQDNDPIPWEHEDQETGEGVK
An asterisk follows results filed as active; . = no result given.

item | compound | MITF primary | FBW7 act | TEAD-YAP inh | GPR151 activ
1 | Cc1ccc(N(C(=O)C2CC2)C2C=CS(=O)(=O)C2)cc1Cl (centres undefined) | -8 | -0.1 | -6 | -1.6
2 | O=C(NCCc1cn2ccsc2n1)c1cccs1 | 11 | 1.4 | -15 | 1.1
3 | C=CCNC(=O)C1CC=CCC1C(=O)Nc1cccc2ccccc12 (centres undefined) | 11 | 0.2 | 4 | -0.8
4 | CC(C)=CC(=O)N1CCC(Oc2ccc(C(=O)NCCc3ccccc3)cc2)CC1 | 2 | 0.0 | -7 | -0.7
5 | CC1CCN(S(=O)(=O)c2ccc(N)cc2)CC1 | -6 | -0.1 | 11 | -0.5
6 | N#CCSc1ccc2nnc(CCNS(=O)(=O)c3ccccc3)n2n1 | 6 | 0.0 | 7 | 0.0
7 | N/C(=N\NC(=O)c1ccc(Cl)cc1)c1cc2ccccc2oc1=O | 2 | -0.1 | -2 | -0.8
8 | Cc1ccc2nc(SCC(=O)Nc3nccs3)[nH]c2c1 | 12 | 0.1 | -4 | -1.3
9 | C=CCN1CCN(Cc2nnnn2Cc2ccc(OC)cc2)CC1 | 6 | 0.1 | 2 | 1.3
10 | CN(C)CCCN1C(=O)C(=O)/C(=C(/O)c2ccccc2)C12C(=O)N(C)c1ccccc12 (centres undefined) | 6 | 0.0 | -2 | -0.6
11 | CCCS(=O)(=O)NCc1ccc2c(c1)cc(C)n2C | 4 | 0.0 | 6 | 1.2
12 | O=C(Cc1ccc(N2CCC(NCCc3cnccn3)CC2)cc1)NCc1ccccc1 | 9 | 0.1 | 8 | -1.4
13 | Cc1ccc(C)c(NC(=O)CCC(=O)NN)c1 | -3 | 0.0 | -3 | -1.0
14 | COC(=O)c1ccccc1OCCN1CCCCCC1 | 19 | -0.2 | 3 | 2.3
15 | Cc1cccc(/C=C2\N=C(c3ccc(C)c([N+](=O)[O-])c3)OC2=O)c1 | 9 | 0.1 | 16 | -0.6
16 | Cc1ccccc1NCN1C(=O)c2ccccc2C1=O | -9 | -0.1 | -4 | 0.7
17 | CC(=O)c1cccc(-c2cnc(NCC(C)C)c3nccn23)c1 | 16 | 0.1 | -25 | 2.6
18 | O=c1oc2ccc(Cl)cc2n1CNc1ccccc1 | -5 | 0.1 | -3 | 0.4
19 | O=c1c2cnn(-c3ccccc3)c2nc(-c2ccc(Br)cc2)n1-c1ccc(Cl)cc1 | -1 | -0.1 | 9 | -0.7
20 | Cc1ccc(S(=O)(=O)N/N=C/C(C)(C)CO)cc1 | -3 | -0.1 | 3 | -0.7
21 | COC(=O)c1ccc(C(=O)Nc2sc3c(c2C#N)CCCC3)cc1 | 9 | 0.1 | 0 | 3.0
22 | CC(C)n1c(-c2ccccc2)nc2sc3c(c2c1=O)CCCC3 | 18 | 0.8 | -8 | -0.4
23 | CCOC(=O)C1(Cc2cccc(Cl)c2)CCCN(C)C1 (centres undefined) | -17 | -0.1 | 1 | -0.5
24 | CCCNC(=O)c1csc(-c2cccs2)n1 | 9 | -0.1 | 20 | 0.5
25 | Cc1cc(C)n(C2CC(=O)N(N(C)C)C2=O)n1 (centres undefined) | -1 | 0.2 | -2 | -0.2
26 | CC(C)(C)C(=O)CSc1nc2sc3c(c2c(=O)n1-c1ccccc1)CCC(C(C)(C)C)C3 (centres undefined) | 10 | -0.1 | 4 | 2.1
27 | Cc1ccc(C(=O)Nc2ccccc2-c2nnn(CC(=O)NC3CCCCC3)n2)cc1 | -12 | 0.3 | 10 | 0.7
28 | C=CCSc1nc2sc3c(c2c(=O)n1CC=C)CC(C)CC3 (centres undefined) | -3 | -0.1 | -7 | -0.3
29 | CCCCN(C)C(=O)c1cn(CC)c2nc(C)ccc2c1=O | -3 | -0.2 | 4 | -0.9
30 | CC1OC(Nc2cccc3ccccc23)C(O)C(O)C1O (centres undefined) | -8 | 0.0 | 1 | 0.6
31 | O=C(NCc1nnc(SCC(=O)N2N=C(c3cccs3)CC2c2ccc(F)cc2)n1-c1cccc(C(F)(F)F)c1)c1ccco1 (centres undefined) | -8 | -0.1 | 12 | 0.5
32 | O=C1CC[C@@H](C(=O)NCC2Cc3cc(-c4ccsc4)cc(Cl)c3O2)N1 (some centres undefined) | 21 | 0.6 | 6 | -0.2

Results in sequence from the entries so far.
FBW7 act, entries 25 to 32: 0.2, -0.1, 0.3, -0.1, -0.2, 0.0, -0.1, 0.6
TEAD-YAP inh, entries 25 to 32: -2, 4, 10, -7, 4, 1, 12, 6

The list goes on:
item | compound | MITF primary | FBW7 act | TEAD-YAP inh | GPR151 activ
33 | CCOC(=O)C(=O)NC(C)CCc1ccccc1 (centres undefined) | 3 | -0.3 | 4 | -0.3
34 | CN(C)c1nc(Nc2nc3ccccc3[nH]2)nc(N(C)C)n1 | -7 | 0.0 | -2 | 1.0
35 | CCCC(=O)N1CCN(c2ccc(NC(=S)NC(C)=O)cc2Cl)CC1 | -4 | 0.6 | 13 | -0.7
36 | O=C(CCc1n[nH]c(=O)[nH]c1=O)N/N=C/c1ccc(F)cc1 | 7 | 0.2 | -4 | 0.0
37 | O=[N+]([O-])c1cccc(-c2nc(-c3ccccc3)nc3ccccc23)c1 | -5 | 0.2 | -12 | -0.8
38 | CCCNC(=O)CCS(=O)(=O)c1cc2c(cc1Cl)NC(=O)CO2 | -5 | 0.0 | -6 | 0.3
39 | CNC(=O)C(Sc1nnc(Nc2ccc(C(C)C)cc2)s1)C(C)=O (centres undefined) | -1 | 0.5 | -29 | -2.6
40 | CCOc1ccc(C2Nc3ccccc3NC3=C2C(=O)CC(c2ccc(Cl)cc2)C3)cc1 (centres undefined) | 12 | -0.3 | 5 | 1.2
41 | CC(C)Oc1ccc(C(=O)Nc2c3c(nn2-c2cccc(Cl)c2)CS(=O)(=O)C3)cc1 | -2 | -0.2 | -3 | 0.2
42 | CCNc1nc2c(C)cccn2c(=O)c1/C=C1/SC(=S)N(CCCOCC)C1=O | -10 | -0.2 | 0 | -0.1
43 | CCC(COC(C)=O)NC1=C(Cl)C(=O)c2ccccc2C1=O (centres undefined) | 22 | -0.1 | -10 | -1.0
44 | CCCn1c(SCC(=O)NCc2ccccc2)nnc1C(C)C | 9 | -0.2 | 2 | 1.3
45 | CC1SC(c2ccc(OCc3ccccc3)cc2)NC1=O (centres undefined) | 19 | 0.1 | -18 | 0.6
46 | CC(C)C(=O)c1c(O)c2ccccc2oc1=O | 18 | 0.4 | -2 | -1.4
47 | COc1ccc(C2/C(=C(/O)c3ccccc3)C(=O)C(=O)N2c2cccc(Cl)c2)c(OC)c1 (centres undefined) | 18 | 0.2 | -3 | 0.4
48 | COc1cccc(NC(=O)Cn2c(=O)n(Cc3ccc(F)cc3)c(=O)c3cccnc32)c1 | 4 | 0.1 | -4 | -1.0

One compound at a time, from the list above.
`Cc1cccc(/C=C2\N=C(c3ccc(C)c([N+](=O)[O-])c3)OC2=O)c1` across the screens: MITF primary: 9; FBW7 act: 0.1; TEAD-YAP inh: 16; GPR151 activ: -0.6
`Cc1ccc(C)c(NC(=O)CCC(=O)NN)c1` across the screens: MITF primary: -3; FBW7 act: 0.0; TEAD-YAP inh: -3; GPR151 activ: -1.0
`CC(C)(C)C(=O)CSc1nc2sc3c(c2c(=O)n1-c1ccccc1)CCC(C(C)(C)C)C3` (centres undefined) across the screens: MITF primary: 10; FBW7 act: -0.1; TEAD-YAP inh: 4; GPR151 activ: 2.1

Later entries.
item | compound | MITF primary | FBW7 act | TEAD-YAP inh | GPR151 activ
49 | CS(=O)(=O)N1CCC(c2noc(-c3ccc(C(F)(F)F)cc3)n2)CC1 | 8 | 0.1 | 7 | -0.3
50 | CC1CCCC(C)N1S(=O)(=O)c1ccc2c(c1)oc(=O)n2C (centres undefined) | 12 | -0.1 | -7 | 0.9
51 | COC(=O)CN1C(=S)N(C)C(=O)/C1=C/c1cc(OC)c(O)cc1Br | 2 | -0.5 | 5 | 0.2
52 | Cc1cc(C)cc(Oc2coc3cc(OC(=O)c4cccs4)ccc3c2=O)c1 | -6 | 0.0 | -2 | 1.2
53 | N#Cc1ccccc1NC(=O)N1CCC(S(=O)(=O)c2ccc(-c3cncnc3)cc2)CC1 | 2 | 0.0 | -7 | 0.4
54 | COC(=O)c1c(NC(=O)c2nc(S(C)(=O)=O)ncc2Cl)sc2c1CCCC2 | -2 | 0.0 | -14 | -0.2
55 | Cc1cncc2cccc(NC3CCN(C(=O)[C@H](C)O)C3)c12 (some centres undefined) | 8 | -0.3 | 30 | 1.1
56 | Clc1ccccc1Cn1c(COc2ccccc2)nc2ccccc21 | 5 | 0.1 | -12 | -0.9
57 | COc1cc(C=C2C(=O)NC(=O)NC2=O)cc(Cl)c1OCc1ccc(F)cc1 | -18 | -0.9 | -6 | 2.4
58 | COc1ccc(-n2nc3c(c2NC(=O)C2CC2)CS(=O)C3)cc1 (centres undefined) | -4 | -0.1 | 3 | -0.9
59 | Cc1cc(C)cc(OCc2nnc(SCC(=O)Nc3nc(C)cs3)o2)c1 | 5 | -0.4 | -33 | 0.7
60 | CCn1cc(CN2CCCC(N(C)CCc3ccc(OC)c(OC)c3)C2)cn1 (centres undefined) | -11 | 0.2 | -4 | -1.1
61 | CCOc1ccccc1-n1c(=S)sc2c(=O)n(-c3ccc(C)cc3)c(SCC(=O)Nc3cccc(OC)c3)nc21 | -5 | 0.0 | 2 | 0.2
62 | COc1ccc(NC(=O)CSc2nc3c(c(=O)n2-c2ccc(Br)cc2)SCC3)c(OC)c1 | 3 | 0.0 | 15 | 2.0
63 | O=S(=O)(O)c1nc2ccccc2n1CCOc1ccc(F)cc1 | 12 | 0.1 | -7 | 0.0
64 | Cc1ccc(-c2csc(NC(=O)CSc3nncn3C)n2)cc1 | 2 | -0.1 | -38 | -1.8
65 | CCCOC(=O)c1ccc(NC(=O)C(=O)OCC)cc1 | 17 | 0.8 | -8 | -0.8
66 | CCCCOC(=O)C1=C(C)NC(=O)NC1c1ccc(OCC)c(OC)c1 (centres undefined) | -2 | -0.2 | -2 | 0.0
67 | Nc1ncnc2c1nc(Br)n2[C@@H]1O[C@@H]2COP(=O)(O)O[C@H]2[C@H]1O | 11 | 0.0 | . | -1.7
68 | O=C(CCN1C(=O)c2ccccc2C1=O)Nc1ccc(Br)cc1F | 5 | 0.6 | 3 | 0.2
69 | Cc1cc(C)cc(Nc2nc3ccccc3n3cnnc23)c1 | 11 | -0.2 | 5 | -0.5
70 | CC(C)c1nnc(NC(=O)c2ccc(Cl)cc2Cl)s1 | -11 | 0.0 | -38 | -0.3
71 | Cc1n[nH]c(C)c1CCC(=O)N/N=C/c1c(O)ccc2ccccc12 | 19 | 0.0 | 21 | 0.2
72 | Cc1n[nH]c(C)c1CN(C)C(=O)C1CC(=O)c2sc(NC(=O)c3ccoc3)nc2C1 (centres undefined) | 3 | 0.1 | -8 | -0.2
73 | COc1ccc(Cc2n[nH]c(=S)n2C)cc1Br | 8 | -0.1 | 6 | -0.3
74 | CC(C)NS(=O)(=O)c1ccc(OCC(=O)Nc2ccccc2Br)cc1 | 13 | 0.0 | 2 | 1.7
75 | O=C(NCc1cccnc1)c1cc(=O)c(OCc2ccccc2)co1 | 5 | 0.0 | -5 | -1.1
76 | CC(C)(C)CC(=O)NCC(c1ccco1)S(=O)(=O)c1ccc(F)cc1 (centres undefined) | 10 | -0.1 | 2 | 0.5
77 | COc1cc2c(c(OC)c1OC)C(SC)=NC(C)(C)C2 | -3 | -0.2 | -8 | -0.5
78 | C/C(N)=C(/C#N)C(=O)COC(=O)Cn1[nH]c(=O)c2ccccc2c1=O | 9 | 0.2 | -6 | -2.1
79 | Cc1cc(=O)nc2c3ccccc3n(CC(=O)NCCCN3CCCCC3C)n12 (centres undefined) | -16 | 0.1 | 1 | -0.2
80 | COc1ccc(CCNc2nc(Nc3ccccc3)nc3c2ncn3-c2ccsc2)cc1 | 22 | -0.1 | 4 | -0.6
81 | COc1cc(Cl)c(CNCc2ccccc2)cc1OC | 14 | 0.2 | 5 | -1.1
82 | COc1cc(C(=O)Nc2ccc3c(c2)OCO3)cc(OC)c1OC | 0 | 0.2 | -8 | 1.0
83 | CCCNC(=O)CN1CCN(c2nccn2C)CC1 | 17 | -0.1 | 2 | -0.3
84 | CCC(C)(C)NC(=O)c1nc2ccccc2c(=O)[nH]1 | 4 | 0.1 | 6 | -0.5
85 | C=CCn1c(N/N=C(\C)c2ccc(OC)cc2)nc2c1c(=O)[nH]c(=O)n2C | -5 | 0.1 | -8 | 2.0
86 | COc1ccccc1NC(=O)/C(C#N)=C/c1cn(C)c2ccccc12 | 2 | 0.0 | 15 | -0.7
87 | CCN(c1ccccc1)c1nnc(NC(=O)Nc2cc(OC)ccc2OC)s1 | 9 | -0.1 | 2 | -1.5
88 | Cc1cc(C)n(CCn2ncc3cccn3c2=O)n1 | 18 | 0.1 | 0 | -0.1
89 | CCCc1nc(SCC(=O)c2ccccc2)c2c(=O)n(C)c(=O)n(C)c2n1 | 12 | 0.1 | -7 | 4.2
90 | Cc1c(Cl)cccc1N1CC(c2nc3ccccc3n2C)CC1=O (centres undefined) | -7 | 0.2 | 16 | 1.5

Among those listed so far, these contain a CF3 group:
item | compound | MITF primary | FBW7 act | TEAD-YAP inh | GPR151 activ
31 | O=C(NCc1nnc(SCC(=O)N2N=C(c3cccs3)CC2c2ccc(F)cc2)n1-c1cccc(C(F)(F)F)c1)c1ccco1 (centres undefined) | -8 | -0.1 | 12 | 0.5
49 | CS(=O)(=O)N1CCC(c2noc(-c3ccc(C(F)(F)F)cc3)n2)CC1 | 8 | 0.1 | 7 | -0.3

Rows were taken by chance. Share with any hit: about 3.5%.
